NCOA2 inhibitor: inhibition of GAL4-SRC2 driven luciferase reporter, primary screen, SRC2 inhibitor project, cell-based, luminescence | AID 651957, 2012 | HEK293 GAL4-SRC2 luciferase reporter | inhibition, % at 9 µM | 370,000 tested, 0.17% active;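 active = inhibition above the mean inhibition of all tested compounds plus 3 SD, set per campaign, cut at about 52% in these data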;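 also: 0% = DMSO treated cells and 100% = cells given Gossypol at 36 µM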
TLR9-MyD88 inh: inhibitors of TLR9-MyD88 association in cells, primary screen, cell-based, CHO, BLA complementation, fluorescence; inhibition, % at 4.98 µM; CCF4 FRET ratio; Toll-like receptor 9 (Homo sapiens) + Myeloid differentiation primary response protein …; AID 504734, 2011; 340,000 tested, 0.21% active;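 active = inhibition above the mean over all tested compounds plus 3 SD, cut at about 21% in these data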;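 also: 0% = DMSO only wells and 100% = clavulanate BLA inhibitor control wells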
EBV LMP1 NFkB: EBV LMP1-driven NF-kappaB luciferase reporter inhibitors, primary screen, cell-based, luminescence, single point. 350,000 tested, 0.69% active. LMP1-induced NF-kappaB luciferase reporter cells. inhibition, % at 12.5 µM; in the data active = inhibition above about 41%;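 also: 0% = neutral control wells and 100% = reference inhibitor control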
NCOA1 inh: SRC1 coactivator transcriptional activity inhibitors, primary screen, cell-based, luminescence | 360,000 tested, 0.12% active | inhibition, % at 3.6 µM | HEK293 GAL4-SRC1 luciferase reporter | Nuclear receptor coactivator 1 (Homo sapiens), Q15788;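 active = inhibition above the campaign mean plus 3 SD, with each screening campaign given its own cutoff, cut at about 60% in these data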;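 also: 0% = DMSO treated cells and 100% = gossypol at 36 µM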
TROY signal inh: inhibitors of TROY-driven NF-kB signaling, primary screen, Q293 LMP1-TROYcd cells, NF-kB luciferase, uHTS | Q293 LMP1-TROYcd NF-kB luciferase reporter, 4 h | inhibition, % at 10 µM | 360,000 tested, 0.98% active | AID 1347056, 2019;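 active = compounds whose plate-normalised and pattern-corrected inhibition of the luciferase reporter signal at the single screening dose is 50% or more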
NCOA3 inh: SRC3 coactivator transcriptional activity inhibitors, primary screen, cell-based, luminescence. inhibition, % at 3.6 µM. Nuclear receptor coactivator 3 (Homo sapiens), Q9Y6Q9. 360,000 tested, 0.17% active. HEK293 GAL4-SRC3 luciferase reporter;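 active = inhibition above a per-campaign cutoff, the mean of all compounds plus 3 SD, cut at about 60% in these data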;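 also: 0% = DMSO-treated cells and 100% = gossypol-treated cells at 36 µM; higher means less SRC3-driven luciferase light from the GAL4 reporter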
TWEAK-Fn14 inh: inhibitors of TWEAK-Fn14 signaling, primary screen, luciferase reporter cells, uHTS | inhibition, % at 10 µM | AID 1159606, 2016 | TWEAK-stimulated Fn14 reporter cells, luciferase luminescence, 8 h | 360,000 tested, 2% active; in the data active = inhibition above about 50%
NR2F2 inh: NR2F2 transcriptional activity inhibitors, primary screen, cell-based, luciferase reporter, HEK293T, luminescence; COUP transcription factor 2 (Homo sapiens), P24468; HEK293T NGFI-A luciferase reporter; inhibition, % at 8.6 µM; 370,000 tested, 0.7% active;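 active = inhibition above a per-plate cutoff, mean inhibition of test wells between control levels plus 3 SD, cut at about 38% in these data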;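 also: cells cotransfected with COUP-TFII expression vector driving the NGFI-A reporter; 0% = median of COUP-TF2 test wells and 100% = reporter-only cells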
C8 TRAIL sens: viability loss with TRAIL in NB7+C8 cells, primary screen, TRAIL sensitizer project, cell-based, ATPlite luminescence; inhibition (viability loss, TRAIL sensitization), % at 10 µM; 360,000 tested, 1% active;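 active = compounds causing at least 50% loss of cell viability in the single-dose screen, relative to plate controls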
NR5A2 inv ag: LRH-1 (NR5A2) inverse agonists, primary screen, cell-based, luminescence, HEK293T, StAR-luciferase reporter. Nuclear receptor subfamily 5 group A member 2 (Homo sapiens), O00482. LRH-1 transfected, 24 h. inhibition, % at 3.6 µM. 360,000 tested, 0.13% active;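 active = inhibition above the mean inhibition of all tested compounds plus 3 SD, cut at about 73% in these data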;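 also: 0% = DMSO wells and 100% = reporter-only cells lacking LRH-1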
NOD2-RIPK2 inh: NOD2-RIPK2 binding disruptors in cells, primary screen, fluorescence, CHO cells, BLA complementation; Receptor-interacting serine/threonine-protein kinase 2 (Homo sapiens), O43353; CCF4 ratio; inhibition, % at 4.98 µM; 360,000 tested, 0.38% active; in the data active = inhibition above about 21%;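 also: 0% = vehicle only and 100% = reference blocker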
Starred values were filed as active, the others as inactive; . = no result given.

SMILES,NCOA2 inhibitor,TLR9-MyD88 inh,EBV LMP1 NFkB,NCOA1 inh,TROY signal inh,NCOA3 inh,TWEAK-Fn14 inh,NR2F2 inh,C8 TRAIL sens,NR5A2 inv ag,NOD2-RIPK2 inh
CCOc1cc(N2CCOCC2)c(OCC)cc1NC(=O)c1cc(-c2ccco2)nc2ccccc12,0,-6,4,24,7,37,23,22,-13,12,-4
Cc1ccc(S(=O)(=O)N2CCCSCC2)cc1,-4,-3,6,-8,-2,-27,2,-1,-9,1,9
O=C(COc1ccc2ccc(=O)oc2c1)NC1CCCCC1,-27,-4,-14,5,-9,15,-3,-5,-9,31,-27
Cc1ccccc1-n1c(=O)cc(N2CCCCCC2)[nH]c1=O,-11,6,-17,2,-7,-4,1,0,0,-6,-6
Cc1cccc(C(=O)NC2CCN(CC(=O)NCc3cccs3)CC2)c1,-2,-1,-9,2,-10,11,4,8,-1,7,-5
O=C(Nc1cc(Br)ccc1O)c1cc(-c2ccc3c(c2)OCO3)on1,-59,-1,1,-77,-9,-19,7,-35,0,-40,-4
CCc1nc(SCC(=O)Nc2cc(C)ccc2OC)c2c(C)c(C)sc2n1,-13,3,-26,3,4,-9,-23,11,18,2,8
CC[C@]1(C(=O)OC)[C@H]2C(=O)N(Cc3ccccc3)C(=O)[C@H]2[C@H]2CN=C(SCc3ccc(C#N)cc3)N21,-11,5,62*,6,-2,2,13,12,-9,17,-8
N#CC1(NC(=O)CSc2nncn2-c2ccccc2F)CCCC1,3,-3,-2,2,2,3,15,-2,13,-3,2
COc1cccc(-n2ccnc2SCC(=O)N2CCc3ccccc32)c1,-9,0,-2,-27,-10,-14,5,-1,-2,-2,5
CSCCC(NC(=O)c1ccccc1)C(=O)Nc1ccc(C)cc1 (centres undefined),-24,9,19,1,5,-1,-9,4,-4,-2,-4
N#C/C(=C\c1cn(CC(=O)O)c2ccccc12)C(=O)NCc1ccccc1,-38,4,-1,-24,-8,-1,-5,1,0,3,-1
CN(C(=O)c1cc(-c2cccs2)nn1-c1ccccc1)C1CCS(=O)(=O)C1 (centres undefined),12,1,5,12,-5,1,6,-1,8,2,3
Cc1cccc(C(=O)NC2CC3CCCC(C2)N3C(=O)Nc2ccccc2)c1 (centres undefined),15,-8,4,-15,-21,-1,-1,12,-2,10,-5
Cc1ccccc1CNC(=O)COc1ccccc1,4,6,-22,-9,5,-3,6,2,9,-16,1
CN(C)C(=O)c1cccc(-c2cnc3c(NC=O)cc(-c4ccc(F)cc4)cn23)c1,-3,.,.,4,-11,-17,1,-6,16,-15,5
O=C(NCc1ccccc1)C(c1ccc(C(F)(F)F)cc1)n1c(=O)c(-c2ccco2)nc2ccccc21 (centres undefined),-16,.,.,.,.,.,.,17,-17,23,-24
CC(=O)N(C(C)=O)C1=C(C#N)C2(CCCCC2)Cc2ccccc21,-12,12,-2,1,40,15,38,3,-17,-2,-5
CCOc1ccccc1NC(=O)NCc1ccc(F)cc1,2,6,-5,-9,1,-7,5,4,5,4,1
Oc1ccc(C[C@@H]2CNCCN2CCc2cccc3ccccc23)cc1,-30,2,0,12,-6,2,4,-15,0,-12,-6
O=C(NNC(=S)NC(=O)c1ccccc1[N+](=O)[O-])c1ccccc1Cl,1,11,10,-7,-13,-1,5,-12,6,-16,-7
Cc1cc(Br)ccc1NC(=O)c1cnc(N2CCN(c3ccccn3)CC2)c2ccccc12,14,.,17,14,49,41,81*,2,26,-5,0
CCN(CC)C(=O)C1=C(C)N(CCCN2CCCC2=O)C(=O)C(CC(=O)NCCc2ccccn2)C1 (centres undefined),-5,-10,-3,-6,1,-7,17,7,-2,9,-7
O=C(COc1ccccc1F)NNC(=O)Cn1c(=O)cnc2ccccc21,-37,-18,-4,6,1,11,6,-6,-8,-16,-10
COC(=O)Cc1c(O)ccn(Cc2ccc(Cl)c(Cl)c2)c1=O,-3,0,-4,-14,5,13,-7,9,-8,-13,-12
CCCn1cnc2scc(-c3ccc(C)cc3)c2c1=O,10,-1,5,5,4,3,-1,-14,-8,2,-19
Cc1ccsc1/C=N/NC(=O)CC(=O)NCC(C)C,-10,9,-7,-23,8,20,-4,9,-4,-14,-7
Cc1ccc(SCCNC(=O)c2ccccc2F)cc1,-30,-4,-4,12,-10,7,3,-10,0,-15,1
CCNC(=O)C1(C)CCN(C(=O)c2ccc(OC(F)F)cc2)C1 (centres undefined),-18,.,.,-5,5,-13,-7,8,-11,11,-4
O=C(/C=C\Nc1ccccn1)c1ccc(Cl)cc1,3,-6,21,-75,50,-36,87*,-15,82*,-99,-6
CC(C)c1ccccc1NC(=O)COC(=O)COc1ccccc1[N+](=O)[O-],14,1,1,-1,8,9,-18,-11,5,-6,-7
COc1ccc(/C=N/N=C2/CC(C)(C)Cc3n[nH]c(=O)cc32)cc1,10,1,6,2,-5,2,6,-12,2,-2,-1
C[C@H](NC(=O)c1nc[nH]c1C(=O)NC1CCN(C(=O)OC(C)(C)C)CC1)C(=O)OCc1ccccc1,-4,-5,-1,-12,-4,-5,-6,-7,3,-12,-24
CCCCOc1cccc(C2/C(=C(/O)c3ccc4c(c3)CC(C)O4)C(=O)C(=O)N2CCN2CCOCC2)c1 (centres undefined),-8,9,2,8,-3,14,2,4,-29,8,6
O=C(NNC(=S)Nc1ccc(Cl)cc1Cl)c1cccnc1,-20,-14,-2,-17,5,-19,-12,3,-12,5,1
CCOC(=O)C1=CN(CC2CCCO2)C=C(C(=O)OCC)C1c1ccccc1C(F)(F)F (centres undefined),8,-9,8,2,-6,8,9,11,-7,-1,-7
COc1ccc(Cl)cc1-c1cc(C(=O)NCc2ccc(F)cc2)[nH]n1,0,.,.,2,-6,-40,15,4,1,-4,5
CC(=N\NC(=O)c1ccccc1)/C(=N/O)C(=O)Nc1ccccc1,-2,-4,-5,-6,-7,-11,-7,-2,4,-14,-2
CC(C)(C)/C(COc1ccccc1[N+](=O)[O-])=N/O,-9,-2,3,18,6,6,3,-31,-3,-26,3
CCCCC[C@@H](C)N1C[C@H](COCc2ccccc2)Oc2cc(N3CCC[C@H]3C(N)=O)ccc2S1(=O)=O,0,.,.,.,-3,.,10,9,8,-8,-16
CCOc1ccccc1CN1CCCC(CNS(=O)(=O)c2ccc(OC)cc2)C1 (centres undefined),-14,-3,3,13,2,8,9,-13,-5,-1,-4
CC[C@]1(C(=O)OC)[C@H]2C(=O)N(C)C(=O)[C@H]2[C@H]2CN(C)C(=NC)N21,9,0,-6,6,8,4,6,-4,3,15,1

10 structures from above, arranged by number of heavy atoms, descending:
SMILES,NCOA2 inhibitor,TLR9-MyD88 inh,EBV LMP1 NFkB,NCOA1 inh,TROY signal inh,NCOA3 inh,TWEAK-Fn14 inh,NR2F2 inh,C8 TRAIL sens,NR5A2 inv ag,NOD2-RIPK2 inh
CCCCC[C@@H](C)N1C[C@H](COCc2ccccc2)Oc2cc(N3CCC[C@H]3C(N)=O)ccc2S1(=O)=O,0,.,.,.,-3,.,10,9,8,-8,-16
C[C@H](NC(=O)c1nc[nH]c1C(=O)NC1CCN(C(=O)OC(C)(C)C)CC1)C(=O)OCc1ccccc1,-4,-5,-1,-12,-4,-5,-6,-7,3,-12,-24
Cc1cc(Br)ccc1NC(=O)c1cnc(N2CCN(c3ccccn3)CC2)c2ccccc12,14,.,17,14,49,41,81*,2,26,-5,0
O=C(COc1ccccc1F)NNC(=O)Cn1c(=O)cnc2ccccc21,-37,-18,-4,6,1,11,6,-6,-8,-16,-10
COc1ccc(Cl)cc1-c1cc(C(=O)NCc2ccc(F)cc2)[nH]n1,0,.,.,2,-6,-40,15,4,1,-4,5
CC(=N\NC(=O)c1ccccc1)/C(=N/O)C(=O)Nc1ccccc1,-2,-4,-5,-6,-7,-11,-7,-2,4,-14,-2
CC[C@]1(C(=O)OC)[C@H]2C(=O)N(C)C(=O)[C@H]2[C@H]2CN(C)C(=NC)N21,9,0,-6,6,8,4,6,-4,3,15,1
Cc1ccc(SCCNC(=O)c2ccccc2F)cc1,-30,-4,-4,12,-10,7,3,-10,0,-15,1
Cc1ccsc1/C=N/NC(=O)CC(=O)NCC(C)C,-10,9,-7,-23,8,20,-4,9,-4,-14,-7
CC(C)(C)/C(COc1ccccc1[N+](=O)[O-])=N/O,-9,-2,3,18,6,6,3,-31,-3,-26,3

Assay outcomes as filed in PubChem BioAssay.

Some of the compounds tested; count on the stated rates, not on these rows.
